VP16 counter: VP16 counterscreen qHTS for inhibitors of ROR gamma transcriptional activity | Drosophila S2 Gal4-VP16 UAS-luciferase, luminescence, 20 h | Potency, µM (highest dose often 53.6 µM), for inactives: top-dose activity, negative = inhibition, actives largely listed as inhibitors | 3.5% of 310,000 active;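 further: Gal4-VP16 expression switched on by copper sulfate through the metallothionein promoter; on the % scale 0 is the no-effect control and ±100 the full control effect; nearly all actives have a fitted effect of over 50% in size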
BRCA1 expr up: qHTS Assay to Identify Small Molecule Activators of BRCA1 Expression; 1.1% of 380,000 active; Potency, µM (series often up to 46.1 µM), without a hit: at the highest dose activation, most hits filed as activators; MCF7-BRCA1-FFLuc reporter, luminescence, 48 h; response scale: scaled: vehicle 0%, 10 µM genistein 100%; AID 624202, 2012; further: nearly all actives have a fitted effect of over 80% in size; some results filed as inactive show a strong effect at the top dose
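Luminescence from a BRCA1-driven firefly luciferase in MCF7 cells was the read-out, taken 15 min after substrate addition following 48 h compound exposure at 37 °C. Data were normalized to a 10 microM genistein control and DMSO vehicle.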
NPC1 promoter act: qHTS Assay for NPC1 Promoter Activators; Potency, µM (top dose mostly 9.22 µM), without a hit: top-dose activation, actives largely listed as activators; 2.4% of 320,000 active; Huh7 NPC1 promoter luciferase reporter, 24 h;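 further: % of control where 0% means no effect; nearly all actives have a fitted effect of over 60% in size; reporter is driven by a mutant NPC1 promoter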
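Huh7 reporter cells (NPC1 promoter driving luciferase) are dosed with compound for 24 h at 37 °C, 5% CO2; luciferase detection reagent is then added and luminescence measured after 10 min at ambient temperature.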
p53 reactivator: qHTS assay for re-activators of p53 using a Luc reporter | 0.063% of 320,000 active | Potency, µM (top dose mostly 92.2 µM), without a hit: at the top dose activity change, positive = activation, usual class: activators | H1299 p53-A138V BP100-luciferase reporter, luminescence, 24 h; further: % of control where 0% means no effect; nearly all actives have a fitted effect of over 45% in size
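H1299 (p53-null), stable ts p53-A138V + BP100-Luc; 1000 cells/well, Opti-MEM/10% FBS; cpd 4 pt, 1:5; 24 h, 37 deg C, 5% CO2; detection reagent 10 min RT; luminescence.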
Rab9 prom act: qHTS Assay for Rab9 Promoter Activators. Huh7 Rab9 promoter-luciferase reporter, luminescence, 24 h. Potency, µM (top dose mostly 9.22 µM), for inactives: at the highest dose activation, negative = inhibition, most hits filed as activators. 2.8% of 320,000 active. AID 485297, 2010; further: % of control where 0% means no effect; nearly all actives have a fitted effect of over 60% in size
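Luciferase signal after 10 min detection reagent at ambient indicates Rab9 promoter upregulation; stably transfected Huh7 cells were treated 24 h with compound in DMSO at 37 °C, 5% CO2.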
FLuc counter: qHTS profiling assay for firefly luciferase inhibitor/activator using purifed enzyme and Km concentrations of substrates (counterscreen for miR-21 project). purified FLuc, Km substrates, luminescence inhibition. Luciferin 4-monooxygenase (Photinus pyralis), P08659. Potency, µM (titrated, usually from 57.5 µM), for inactives: top-dose activity change, negative = inhibition, hits mostly inhibitors. AID 588342, 2011. 6.9% of 360,000 active;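 further: plate controls were vehicle for no effect and reference inhibitor for full effect; nearly all actives have a fitted effect of over 55% in size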
Target sequence (P08659 whole entry, looked up): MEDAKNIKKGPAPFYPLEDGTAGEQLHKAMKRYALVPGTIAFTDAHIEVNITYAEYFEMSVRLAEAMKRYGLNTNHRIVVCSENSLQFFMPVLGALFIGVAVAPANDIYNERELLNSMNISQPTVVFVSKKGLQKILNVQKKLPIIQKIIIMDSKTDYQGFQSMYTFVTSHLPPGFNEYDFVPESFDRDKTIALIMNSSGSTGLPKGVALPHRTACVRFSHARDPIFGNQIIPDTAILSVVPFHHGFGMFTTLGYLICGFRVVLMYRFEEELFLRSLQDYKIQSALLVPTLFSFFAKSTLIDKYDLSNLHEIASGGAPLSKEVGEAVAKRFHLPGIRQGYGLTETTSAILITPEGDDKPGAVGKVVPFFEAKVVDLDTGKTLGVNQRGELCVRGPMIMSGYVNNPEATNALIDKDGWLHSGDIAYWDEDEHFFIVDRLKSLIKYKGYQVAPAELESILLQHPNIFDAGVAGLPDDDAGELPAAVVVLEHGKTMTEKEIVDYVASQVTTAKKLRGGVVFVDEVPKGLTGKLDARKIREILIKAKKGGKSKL
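Purified P. pyralis luciferase (10nM final) with 10uM D-luciferin and 10uM ATP (Km levels) in 50mM Tris acetate pH 7.5, 10mM Mg acetate, 0.01% Tween-20, 0.05% BSA; qHTS 6-point titration, ~60 µM downward; luminescence read.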
ELG1 genotoxic: qHTS screen for small molecules that induce genotoxicity in human embryonic kidney (HEK293T) cells expressing luciferase-tagged ELG1; HEK293T ELG1-luciferase reporter, luminescence, 16 h; Potency, µM (titrated, usually from 46 µM), for the others: at the highest dose activity change, positive = activation, actives largely listed as activators; 1.3% of 330,000 active; further: % of control where 0% means no effect; nearly all actives have a fitted effect of over 60% in size
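Cells (2,000/well) expressing the ELG1-luciferase fusion are dosed by pin tool and kept 16 hr at 37 °C, 5% CO2. Signal comes from ONE-Glo luciferase reagent after 30 min at room temperature.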
uPA surface inh: qHTS for Inhibitors of Cell Surface uPA Generation. AID 540303, 2011. cell surface uPA generation assay, qHTS. 0.31% of 330,000 active. Potency, µM (highest dose often 38.3 µM), for inactives: at the highest dose activity change, negative = inhibition, most hits filed as inhibitors; active means well fitted inhibition curve with a large enough effect; inconclusive means small, poorly fitted or top-dose-only effect; inactive means no such curve, though single readings can be large or run the other way; tested in mouse RAW 264.7 cells; further: on the % scale 0 is the no-effect control and ±100 the full control effect; nearly all actives have a fitted effect of over 55% in size
MBNL1 CUG block: qHTS Assay for Inhibitors of MBNL1-poly(CUG) RNA binding; Muscleblind-like protein 1 (Homo sapiens), Q9NR56; TR-FRET MBNL1-His/biotin-(CUG)12 binding, 665/545 ratio; Potency, µM (doses to about 57.5 µM), without a hit: at the top dose activity change, negative = inhibition, usual class: inhibitors; 0.036% of 280,000 active; active means well fitted inhibition curve with a large enough effect in the signal ratio, with a control signal flat, not every such curve was filed as active; inconclusive means small, poorly fitted or top-dose-only effect, or effect the other way, or a change in a side signal; inactive means no such curve, though single readings can be large or run the other way; the % refers to the signal ratio; further: on the % scale 0 is the no-effect control and ±100 the full control effect
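His-tagged MBNL1 binding to biotinylated (CUG)12 RNA was measured by TR-FRET using terbium anti-His antibody (0.055 ng/ul final) and streptavidin-XL665 (5 nM final). Compounds were titrated 92 nM to 58 uM; 60 min at room temperature.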
RORg inh: qHTS for inhibitors of ROR gamma transcriptional activity | 5.4% of 310,000 active | Nuclear receptor ROR-gamma (Mus musculus), P51450 | Drosophila S2 Gal4-RORgamma UAS-luciferase reporter, 20 h | Potency, µM (titrated, usually from 53.6 µM), for inactives: at the highest dose activity change, negative = inhibition, usual class: inhibitors; further: on the % scale 0 is the no-effect control and ±100 the full control effect; nearly all actives have a fitted effect of over 60% in size
Target sequence (P51450 whole entry, looked up, the tested form may be a part): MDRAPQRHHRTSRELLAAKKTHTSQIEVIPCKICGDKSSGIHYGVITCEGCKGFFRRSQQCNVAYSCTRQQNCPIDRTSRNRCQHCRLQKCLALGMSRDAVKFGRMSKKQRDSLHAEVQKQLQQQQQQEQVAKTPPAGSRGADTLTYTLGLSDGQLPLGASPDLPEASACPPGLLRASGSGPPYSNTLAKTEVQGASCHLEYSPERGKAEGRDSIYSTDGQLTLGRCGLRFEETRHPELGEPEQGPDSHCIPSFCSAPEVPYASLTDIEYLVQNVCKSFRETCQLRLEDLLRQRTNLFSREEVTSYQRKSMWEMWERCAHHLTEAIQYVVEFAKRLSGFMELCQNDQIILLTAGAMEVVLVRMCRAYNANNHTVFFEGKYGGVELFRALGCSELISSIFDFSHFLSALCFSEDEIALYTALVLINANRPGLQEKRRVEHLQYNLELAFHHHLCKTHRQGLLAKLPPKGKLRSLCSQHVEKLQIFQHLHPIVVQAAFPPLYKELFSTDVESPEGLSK
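Compounds are pin-transferred onto Drosophila Schneider cells expressing a copper-inducible Gal4–ROR gamma transactivation domain fusion. After 1 hr, copper sulfate is added to 700 uM final; luciferase is read 20 hr later.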
Numbers without * were called inactive; ? = inconclusive; · = no result given; [ ] = another dose, or the depositor's remark. Unless noted, the call rests on the fitted dose curve; in most records, active means well fitted curve in the direction sought with a large enough effect; inconclusive means small, poorly fitted or top-dose-only effect, or another doubt; inactive means no such curve, though single readings can be large; an effect the other way counts as inactive or inconclusive. Potency means the concentration at half of the fitted maximal effect.

SMILES	VP16 counter	BRCA1 expr up	NPC1 promoter act	p53 reactivator	Rab9 prom act	FLuc counter	ELG1 genotoxic	uPA surface inh	MBNL1 CUG block	RORg inh
CC(C)c1cccc(C(C)C)c1NC(=O)COC(=O)c1ccc(OCC(=O)Nc2cccc(C(F)(F)F)c2)cc1	-9%	-2%	-2%	7%	0%	0%	-2%	17%	·	34%
C/C=C\C=C\C(=O)N1CC2(CC(c3cccc(NC(=O)COc4ccc(Cl)cc4)c3)=NO2)C[C@H]1C(N)=O (stereo not given in full)	-15%	0%	-2%	-1%	-3%	9.5µM*	-4%	?	1%	44%
Cc1ccc(S(=O)(=O)/N=C(/c2ccc(F)cc2)N2CCCCC2)cc1	-10%	-6%	4%	-5%	2%	5%	2%	15%	-13%	-15%
CCOC(=O)C1CCCNC1=O (stereo not given)	-10%	0%	-4%	0%	-3%	1%	3%	7%	·	21%
Cn1cc(C(=O)N/N=C/c2cccc(O)c2)ccc1=O	4%	-3%	-9%	2%	11%	-6%	0%	3%	6%	19%
COc1cc(C2C(C#N)=C(N)Oc3c2c(-c2ccccc2)nn3-c2ccccc2)cc(OC)c1OC (stereo not given)	7%	-47%	-7%	3%	-11%	0%	2%	-4%	·	15%[10 µM]
Cc1ccc(/C(N)=N/OC(=O)Cc2cccc3ccccc23)cc1	2%	27%	0%	-7%	-4%	-13%	2%	0%	-2%	29%
c1cncc(-c2nc(NCCCn3ccnc3)c3ccccc3n2)c1	7%	6%	-7%	-3%	-1%	-1%	-17%	6%	-7%	-16%
COc1ccc(C(=O)n2nc(C)c(Br)c2C)cc1	-6%	-1%	1%	?	-4%	4%	-4%	-9%	-10%	11%
Cc1ccc(OCC(=O)N2CCc3ccccc32)c([N+](=O)[O-])n1	-3%	58%	17%	3%	?	-22%	12%	-2%	?	2%
COc1ccc(-n2nc3c(c2NC(=O)CBr)CSC3)cc1	-1%	13%	-1%	-9%	-3%	3%	2%	6%	-4%	5%
CN(c1ccccc1C(=O)NC1CC2CCC1C2)S(=O)(=O)c1ccccc1 (stereo not given)	-12%	2%	0%	-17%	1%	4%	-3%	5%	-11%	1%
Cc1cc(C)c2sc(N(CCCN(C)C)C(=O)c3ccc(S(=O)(=O)N(C)C4CCCCC4)cc3)nc2c1	·	-94%	-1%	-21%	-10%	3%	-12%	-7%	·	·
O=C(CN1C2=NCCCN2c2ccccc21)c1cccc(Br)c1	-5%	-33%	2%	-17%	1%	-1%	1%	6%	-4%	1%
O=C(NCC(=O)N1CCc2ccccc2C1)c1ccccc1Cl	-5%	98%	25%	16%	?	?	?	5%	?	9%
COc1cc(OC)c(NC(=O)CN(C)S(=O)(=O)c2ccc(-c3ccc(=O)[nH]n3)s2)cc1Cl	2%	-22%	0%	-3%	-10%	1%	3%	9%	?	5%
O=C(Cc1cccs1)Nc1ccc(F)c(F)c1	4%	31%	-1%	?	-1%	-10%	1%	2%	-1%	10%
CC1(C)N=C(N)N=C(N)N1c1cccc(CN)c1	-4%	47%	11%	12%	18%	0%	3%	-4%	-3%	-15%
FC(F)(F)c1cccc(CN2CCSCC2)c1	3%	-18%	-6%	12%	0%	-1%	0%	4%	-4%	-13%
Cc1ccccc1NC(=O)NCCCN1CCN(C)CC1	-2%	7%	-1%	-2%	-1%	-1%	-1%	1%	0%	1%

Some of the entries so far, with values under each structure:
The line under a structure holds: VP16 counter	BRCA1 expr up	NPC1 promoter act	p53 reactivator	Rab9 prom act	FLuc counter	ELG1 genotoxic	uPA surface inh	MBNL1 CUG block	RORg inh
COc1cc(C2C(C#N)=C(N)Oc3c2c(-c2ccccc2)nn3-c2ccccc2)cc(OC)c1OC (stereo not given)
    7%	-47%	-7%	3%	-11%	0%	2%	-4%	·	15%[10 µM]
Cc1ccc(/C(N)=N/OC(=O)Cc2cccc3ccccc23)cc1
    2%	27%	0%	-7%	-4%	-13%	2%	0%	-2%	29%
c1cncc(-c2nc(NCCCn3ccnc3)c3ccccc3n2)c1
    7%	6%	-7%	-3%	-1%	-1%	-17%	6%	-7%	-16%
COc1ccc(C(=O)n2nc(C)c(Br)c2C)cc1
    -6%	-1%	1%	?	-4%	4%	-4%	-9%	-10%	11%

Following part:
SMILES	VP16 counter	BRCA1 expr up	NPC1 promoter act	p53 reactivator	Rab9 prom act	FLuc counter	ELG1 genotoxic	uPA surface inh	MBNL1 CUG block	RORg inh
O=C(Nc1ccc(Cl)cc1)ON=C1CCCC1	?	87%	16%	?	3.5µM*	17µM*	?	-5%	·	-25%
COc1ccc(-c2ccnc(-c3ccc(O)cc3)n2)cc1	-12%	26%	-33%[inhibitor]	17%	-5%	?	?	-6%	-7%	-16%
Cn1nnnc1Sc1c(Cl)cccc1[N+](=O)[O-]	-5%	-40%	-1%	3%	-8%	-1%	-5%	-9%	?	0%
CCOC(=O)NC(=O)c1cn(CCN(C)C)c(=O)[nH]c1=O	0%	-13%	-2%	?	-3%	5%	-2%	-2%	-5%	1%
Cc1cc(NC(=O)CSCC(=O)OCC(=O)c2cccc(Br)c2)no1	·	4%	-3%	5%	0%	-1%	3%	-3%	·	·
CSCC[C@H](N)C(=O)N1CCC(C(=O)N[C@@H](Cc2c[nH]c3ccccc23)C(=O)O)CC1	6%	4%	2%	0%	-2%	1%	0%	13%	0%	8%
O=C(COC(=O)/C=C/c1ccccc1Cl)Nc1cccnc1Cl	·	-11%	·	6%	·	·	-1%	-17%	·	·
COc1ccc(CNC(=O)C(=O)NC2CCC(C)CC2)cc1 (stereo not given)	-17%	-4%	0%	-2%	8%	-1%	0%	?	-4%	-35%
O=C(COC(=O)C1CCN(S(=O)(=O)c2cccs2)CC1)Nc1ccccc1	-1%	-6%	-5%	1%	1%	-2%	0%	3%	0%	0%
O=C(c1ccc(NS(=O)(=O)c2ccc3[nH]c(=O)[nH]c3c2)cc1)N1CCN(c2ccccc2)CC1	·	-9%	1%	2%	-2%	-1%	-2%	3%	·	·
CC1=C(C)CC2(SC1)C(=O)N(c1ccccc1)N=C2N (stereo not given)	5%	70%	8%	0%	21%	?	4%	-7%	2%	28%
O=C(O)c1cccnc1C(=O)N1CCc2c([nH]c3ccccc23)C1C(F)(F)F (stereo not given)	0%	36%	-5%	2%	-2%	-3%	-2%	1%	-21%	-3%
O=C(CCN1C(=O)c2ccccc2C1=O)NCc1ccc(F)cc1	1%	-10%	1%	3%	1%	3%	0%	18%	2%	6%
O=C(NCc1cccnc1)c1ccc(Br)o1	·	-10%	-1%	-4%	0%	-1%	-1%	0%	·	·
CC1(C)CC(=O)c2ccc(OCc3ccc([N+](=O)[O-])cc3)cc2O1	0%	?	2.5µM*	17%	2.5µM*	6µM*	?	11%	·	30%
FC(F)Sc1ccc(NC(=S)NC2CCC(NC(=S)Nc3ccc(SC(F)F)cc3)CC2)cc1 (stereo not given)	-2%	1%	-5%	1%	-3%	-1%	-2%	2%	-3%	4%
CCOc1ccc(NC(=O)COC(=O)C23CC4CC(CC(C4)C2)C3)c([N+](=O)[O-])c1	-15%	17%	0%	-5%	-2%	-9%	1%	-5%	2%	-9%
CC1CN(C(=O)c2cc(S(=O)(=O)N3CCN(c4ccccc4)CC3)ccc2Cl)CC(C)O1 (stereo not given)	·	-27%	1%	-6%	-6%	2%	-4%	-6%	·	·
CC1(c2ccccc2)CC(c2ccccc2)=Nc2nonc2N1 (stereo not given)	17%	-22%	12%	-3%	0%	0%	-2%	-1%	4%	-22%
Cc1ccccc1Sc1ncnc2onc(C)c12	?	-25%	13%	12%	1%	-2%	-1%	-16%	-2%	7.1µM*
Cc1nc(-c2ccc(O)c(O)c2)cs1	?	-12%	-7%	16%	29%	-18%	23%	-8%	-13%	-32%
CC(C)NCC(O)COCc1ccc(Cl)cc1 (stereo not given)	1%	2%	-5%	8%	12%	1%	-1%	3%	3%	-22%
CCc1cccc(C)c1NC(=O)C(c1ccc(O)cc1)N1CCC1=O (stereo not given)	-1%	-27%	0%	-3%	-1%	-2%	1%	0%	-23%	-13%
CC1(C)CC(NC(=O)C23CCC(C)(C2Br)C3(C)C)CC(C)(C)N1 (stereo not given)	-2%	-2%	2%	-4%	-3%	-2%	1%	-7%	·	14%
Cc1ccsc1C(=O)N1CCN(c2ccccn2)CC1	0%	-8%	-5%	·	-1%	3%	-6%	-1%	0%	-1%[1.91 µM]
Cc1cccnc1NC(=O)CSc1nnc(CNC(=O)c2cccc([N+](=O)[O-])c2)n1C	-4%	-23%	1%	10%	12%	3%	1%	15%	?	-25%
O=C(Nc1c(F)cc(F)cc1Br)c1cc(-c2ccc(O)cc2)on1	1%	64%	13%	?	15%	?	7%	6%	-10%	17%
CCCc1cc(Nc2ccccc2)n2ncnc2n1	-6%	-8%	1%	30%	-1%	4%	-1%	4%	-2%	10%
CC1=C/C(=N\NC(=S)Nc2cccnc2)CC(C)(C)C1	3.2µM*	-26%	-7%	2%	-1%	-19%	-4%	?	-4%	1.8µM*
COc1cc(OC)cc(C(=O)OCC(=O)NCc2ccc3c(c2)OCO3)c1	0%	28%	1%	?	0%	6%	1%	2%	-1%	3%
